From PubChem
NCI-60 one-dose screen, 48 h, at 10 µM unless noted. Numbers give growth in % (100 = growth as untreated, 0 = no growth, -100 = all killed).
BT-549 – BT-549 breast cancer | hit rate 4.4% among 78,000
MDA-MB-468 – MDA-MB-468 breast cancer; AID 2202374; hit rate 8.5% among 78,000
T-47D – T-47D breast cancer. hit rate 5% among 79,000. AID 1794792
MDA-MB-231 – MDA-MB-231 breast cancer; hit rate 5% among 81,000; AID 1794789
MCF7 – MCF7 breast cancer. hit rate 6.3% among 82,000
HS 578T – HS 578T breast cancer | hit rate 4.1% among 78,000 | AID 1794788
K-562 – K-562 leukemia | hit rate 7.4% among 78,000 | AID 1794777
SR – SR leukemia cells; AID 1794780; hit rate 8.7% among 73,000
* marks the source's active call; other numbers are inactive results; · = no result given; & = joins results of further samples; ! = not active in a repeat. The calls were made as follows: active = growth percent below 10; inactive = the rest.

SMILES | BT-549 | MDA-MB-468 | T-47D | MDA-MB-231 | MCF7 | HS 578T | K-562 | SR
Cc1cnc2c(=O)n(C)c(=O)n(C)c2n1 | 110 | 94 | · | 98 | 113 | 96 | · | 98
Cc1ccccc1NN | 96 | 107 | 101 | 76 | 90 | 112 | 112 | 118
CC(C)c1ccc([N+](=O)[O-])cc1 | 104 | 111 | 100 | 117 | · | · | 98 | 103
Nc1cc(Cl)ccc1Nc1ccccc1 | 113 | 128 | 105 | 58 | 93 | 77 | 84 | 72
N=C(N)SC(c1ccccc1)c1ccccc1 | · | 77 | 78 | 93 | 72 | 89 | 86 | 82
O=C(N/N=C/C(O)C1OC(=O)C(O)C1O)c1ccncc1 (configuration not stated) | 95 | 105 | 98 | 111 | 96 | · | 92 | 93
CC(=O)Nc1cccc(F)c1 | 120 | 105 | 93 | 109 | 97 | 100 | 114 | ·
O=[N+]([O-])c1ccc(N=Nc2ccc(O)c3c(O)cc(S(=O)(=O)O)cc23)cc1S(=O)(=O)O | · | 102 | 114 | 110 | 119 | 95 | 113 | 102
Oc1ccccc1CC=NC1CCCCC1 | 89 | · | 99 | 96 | 107 | 102 | 77 | 82
COc1cc(NCCN=C(N)NC(N)=NC(C)C)c2ncccc2c1 | 52 | -46* | -5.2* | 69 | -56* | · | 56 | 75
COc1cc(-c2nc3cc(Cl)c(Cl)cc3[nH]2)ccc1OCC(=O)N=Nc1c(O)[nH]c2ccc(Cl)cc12 | 12 | -56* | -4.3* | -44* | 1.6* | -14* | -12* | -31*
COC(=O)c1c(C(=O)OC)c(-c2ccc(Cl)c(Cl)c2)n2c1CCC2 | 92 | 92 | 78 | 93 | 91 | 108 | 82 | 81
CCCCCc1ccc(S(=O)(=O)Nc2cccc(-c3csc(N)n3)c2)cc1 | 92 | 69 | 72 | 90 | 80 | 95 | 81 | 74
COC1=C(OC)C(=O)C(CCCCCCCCCCO)=C(C)C1=O | 87 | -35* | 19 | 42 | 30 | 93 | 46 | 24
O=C(CSc1cc[n+](CCCF)c2ccccc12)n1ccc2ccccc21 | · | 96 | 94 | 86 | 93 | 99 | 92 | 84
Cc1ccc(-c2cc3nc(C(Cl)Cl)nc(-c4ccc(S(=O)(=O)N(C)C)cc4)n3n2)cc1 | · | 82 | 94 | 95 | 74 | 105 | 41 | 69
Cn1cc(C2=C(c3cccc4ccccc34)C(=O)N(O)C2=O)c2cc(Br)ccc21 | 110 | 100 | 76 | 91 | 64 | 106 | 99 | 83
NC(N)=N/N=C/c1cccc(O)c1 | 88 | 110 | 110 | 94 | 100 | 97 | 110 | 117
Clc1ccc(C2=Nn3c(N/N=C/c4ccccc4)nnc3SC2)cc1 | 100 | 110 | 103 | 101 | 86 | 104 | 90 | 101
Cc1noc(C)c1COc1ccccc1C(=O)Nc1nc2c(C)cccc2s1 | 97 | · | 63 | 72 | 55 | 87 | 78 | 95

As a short view, 13 of the compounds above:
SMILES | BT-549 | MDA-MB-468 | T-47D | MDA-MB-231 | MCF7 | HS 578T | K-562 | SR
O=[N+]([O-])c1ccc(N=Nc2ccc(O)c3c(O)cc(S(=O)(=O)O)cc23)cc1S(=O)(=O)O | · | 102 | 114 | 110 | 119 | 95 | 113 | 102
Oc1ccccc1CC=NC1CCCCC1 | 89 | · | 99 | 96 | 107 | 102 | 77 | 82
COc1cc(NCCN=C(N)NC(N)=NC(C)C)c2ncccc2c1 | 52 | -46* | -5.2* | 69 | -56* | · | 56 | 75
COc1cc(-c2nc3cc(Cl)c(Cl)cc3[nH]2)ccc1OCC(=O)N=Nc1c(O)[nH]c2ccc(Cl)cc12 | 12 | -56* | -4.3* | -44* | 1.6* | -14* | -12* | -31*
COC(=O)c1c(C(=O)OC)c(-c2ccc(Cl)c(Cl)c2)n2c1CCC2 | 92 | 92 | 78 | 93 | 91 | 108 | 82 | 81
CCCCCc1ccc(S(=O)(=O)Nc2cccc(-c3csc(N)n3)c2)cc1 | 92 | 69 | 72 | 90 | 80 | 95 | 81 | 74
COC1=C(OC)C(=O)C(CCCCCCCCCCO)=C(C)C1=O | 87 | -35* | 19 | 42 | 30 | 93 | 46 | 24
O=C(CSc1cc[n+](CCCF)c2ccccc12)n1ccc2ccccc21 | · | 96 | 94 | 86 | 93 | 99 | 92 | 84
Cc1ccc(-c2cc3nc(C(Cl)Cl)nc(-c4ccc(S(=O)(=O)N(C)C)cc4)n3n2)cc1 | · | 82 | 94 | 95 | 74 | 105 | 41 | 69
Cn1cc(C2=C(c3cccc4ccccc34)C(=O)N(O)C2=O)c2cc(Br)ccc21 | 110 | 100 | 76 | 91 | 64 | 106 | 99 | 83
NC(N)=N/N=C/c1cccc(O)c1 | 88 | 110 | 110 | 94 | 100 | 97 | 110 | 117
Clc1ccc(C2=Nn3c(N/N=C/c4ccccc4)nnc3SC2)cc1 | 100 | 110 | 103 | 101 | 86 | 104 | 90 | 101
Cc1noc(C)c1COc1ccccc1C(=O)Nc1nc2c(C)cccc2s1 | 97 | · | 63 | 72 | 55 | 87 | 78 | 95

The list goes on.
SMILES | BT-549 | MDA-MB-468 | T-47D | MDA-MB-231 | MCF7 | HS 578T | K-562 | SR
N#CCC(=O)Nc1ncc(Cc2ccccc2Cl)s1 | 60 | 93 | 79 | 87 | 91 | 99 | 85 | 103
CC(=O)c1ccc(N2C(=O)c3ccc(C)cc3C2=O)cc1 | 104 | 101 | 96 | 107 | 97 | · | 104 | 92
C[N+]1=C(/C=C/c2ccc(I)cc2)C(C)(C)c2ccccc21 | 93 | 95 | 89 | 67 | 88 | 101 | 109 | -9.0*
Fc1ccc(Cn2cc(CSc3nc4ccccc4o3)nn2)c(F)c1 | 105 | 130 | 102 | 120 | 98 | 110 | 94 | 109
Cc1c(-c2cnccn2)ssc1=S | 106 | 110 | 82 | 91 | 90 | 93 | · | 84
COCCCNC(=O)NS(=O)(=O)c1ccc(C)cc1 | 110 | 102 | 123 | 113 | 95 | 116 | 114 | 112
O=c1[nH][nH]c2cc([N+](=O)[O-])ccc12 | 85&100 | 96&112 | 98&103 | 99&94 | 93&96 | 97&122 | 66&67 | 99&106
CCOC(=O)Nc1ccc2nc(-c3cscn3)[nH]c2c1 | 49 | -2.0* | 44 | 60 | 34 | 65 | 19 | ·
CCOc1ccncc1[N+](=O)[O-] | 111 | 104 | 104 | 114 | 100 | 112 | 100 | 102
CC1(C)CC(=O)C2=C(C1)N(Cc1ccc(C(=O)O)cc1)C1=C(C(=O)CC(C)(C)C1)C2c1ccc(F)cc1 | 97 | 118 | 92 | 107 | 94 | 97 | 101 | 101

Record cards (already shown). Order of screens: BT-549	MDA-MB-468	T-47D	MDA-MB-231	MCF7	HS 578T	K-562	SR
N#CCC(=O)Nc1ncc(Cc2ccccc2Cl)s1 is entered as 60	93	79	87	91	99	85	103
O=c1[nH][nH]c2cc([N+](=O)[O-])ccc12 is entered as 85&100	96&112	98&103	99&94	93&96	97&122	66&67	99&106

(continued)
SMILES | BT-549 | MDA-MB-468 | T-47D | MDA-MB-231 | MCF7 | HS 578T | K-562 | SR
COc1cc(-c2nn(-c3ccccc3)cc2C(=O)O)ccc1O | 98 | 103 | 87 | 94 | 94 | 101 | 95 | 95
N=C1SCC(=O)N1c1ncc(Cc2cccc(C(F)(F)F)c2)s1 | 87 | 84 | 59 | 96 | 80 | 85 | 57 | 67
COc1cc(C(c2cc(C(C)=O)n3cccc(Br)c23)c2cc(C(C)=O)n3cccc(Br)c23)cc(OC)c1OC | 92 | 81 | 69 | 71 | 72 | 96 | 75 | ·
CCOP(=O)(OCC)C(Cc1ccccc1)N=C(c1ccccc1)c1ccccc1 (configuration not stated) | 112 | 109 | 85 | 110 | 98 | 92 | 97 | 88
O=C(Nc1ccc2[nH]c(=O)[nH]c2c1)c1nn(Cc2ccccc2)c(=O)c2ccccc12 | 56 | 88 | 86 | 37 | 85 | 88 | 98 | 67
COc1ccc2c(c1)C1(Nc3ccccc3-c3nc4ccccc4n31)C(=O)N2 (configuration not stated) | 107 | 124 | 122 | 77 | 119 | 109 | 105 | 97
COc1cccc(N2CC(c3nc4ccccc4n3Cc3ccc(F)cc3)CC2=O)c1 (configuration not stated) | 101 | 89 | 89 | 98 | 90 | 102 | 91 | 83
BrCC(Br)(CBr)CBr | 110 | 115 | 96 | 120 | 98 | 108 | 96 | 97
Cc1cccc(Cl)c1NC(=O)c1ccc2nc(NC(=O)NCCN(C)C)sc2c1 | 82 | 31 | 88 | 93 | 49 | 82 | 15 | 66
COC(=O)/C=C\C(=O)OC | 100 | 112 | 113 | 104 | 103 | 113 | 107 | 103
COc1ccccc1/C=N\Nc1ccc([N+](=O)[O-])cn1 | 101 | 109 | 95 | 103 | 96 | 124 | 112 | 104
COC(=O)c1ccc(C(=O)OC)c2nn3c(N)nnc3nc12 | · | 101 | 109 | 123 | 110 | 110 | 107 | ·
CN(C)c1ccc(/C=c2\sc3nc(=O)c4nc(-c5ccccc5)c(-c5ccccc5)nc4n3c2=O)cc1 | 101 | · | 104 | 104 | 95 | 117 | 96 | 106
NC(=O)c1cccc(Nc2ccnc(C(F)(F)F)c2)c1 | 93 | 82 | 80 | 107 | 93 | 102 | 93 | 82
COc1cccc2cc(N(C)c3nc(C)nc4c3CCC4)ccc12 | 1.8* | 18 | 51 | 25 | 15 | 18 | 10 | 9.7*
CC(=O)c1ccc(Nc2nc(SC(C)C)nc(-c3ccc(F)cc3)c2C#N)cc1 | 111 | 108 | 106 | 90 | 108 | 108 | 102 | 99
O=C(Nc1ccsn1)c1ccc(Cl)cc1Cl | 133 | 99 | 91 | 111 | 93 | 145 | 95 | 95
CCOC(=O)/C=C/c1cccc(F)c1 | 117 | 95 | 117 | 104 | 99 | 95 | 75 | 115
CN(CCc1ccccn1)c1ccccc1 | 104 | 113 | 97 | 105 | 96 | 107 | 95 | 88
CCCCCCCCSc1nnc(-c2c(C)nc3ccc(C)cn23)o1 | 104 | 99 | 87 | 92 | 81 | 96 | 93 | ·
O=C(Cl)c1ccc2c(c1Cl)C(=O)c1ccccc1C2=O | 97 | 119 | 101 | 112 | 98 | 116 | · | 97
Cc1ccc2[nH]c(=O)c(/C=N/O)cc2c1 | 91 | 79 | 85 | 113 | 77 | 69 | 88 | ·
O=[N+]([O-])c1ccc(O)c2ncccc12 | 61&55 | 1.8*! | 26&30 | 32&46 | 9.1*! | 47&74 | 13 | 15&21
COc1ccc(C(C)C(C)=O)cc1 (configuration not stated) | 104 | 106 | 96 | 107 | 95 | 109 | 107 | 111
N#CC1=C(c2ccco2)Nc2c(c(-c3ccccc3)nn2-c2ccccc2)C12C(=O)Nc1ccc(Br)cc12 (configuration not stated) | 70 | 67 | 48 | 33 | 40 | 6.0* | 21 | 32
O=C(COc1cccc(/C=C2\Cc3ccccc3C2=O)c1)c1ccc(Cl)cc1 | 99 | · | 80 | 84 | 78 | 102 | 100 | 111
COc1cc(C(=O)O)cc(OC(C)=O)c1OC | 86 | 105 | 78 | 107 | 91 | 110 | 114 | 106
CC(=O)c1cc(C(=O)c2ccccc2)n2cc3ccccc3cc12 | 90 | 77 | 56 | 97 | · | 90 | 74 | 72
CCOC(=O)COc1ccc(OC)cc1 | 89 | 100 | 97 | 104 | 92 | 116 | 94 | 82
N#CC(=C1C=CC(=NO)C=C1)c1ccccc1 | -7.3* | 14 | -8.6* | -4.1* | 8.3* | -18* | 12 | -17*
CNC(=O)c1cc(N2CCc3cc(NC(=O)Nc4cc(C(F)(F)F)cc(C(F)(F)F)c4)ccc32)ccn1 | 102 | 83 | 96 | 96 | 88 | 78 | 82 | 104
COc1ccc(/C=C/C(=O)c2ccc(NC(=O)c3cc4cc5ccccc5nc4s3)cc2)cc1OC | 104 | · | 88 | 92 | 80 | 107 | 81 | 99
CCOC(=O)Cc1cc(=O)[nH]n(-c2ccccc2)c1=O | 113 | 121 | 103 | 119 | 112 | · | 100 | 91
CCCCNC(=O)c1ccc2c(c1)nc(-c1ccccc1)n2C1CCCCC1 | 100 | 123 | 88 | 96 | 82 | 110 | 76 | 69
Cc1sc2nc(NCCN)[nH]c(=O)c2c1C | 94 | 80 | 95 | 81 | 90 | 89 | 103 | 90
COc1ccc(Cn2cc3c(c2-c2cc(OC)c(OC)c(OC)c2)CCc2c(CN4CCOCC4)noc2-3)cc1 | 77 | 45 | 62 | 32 | 17 | 15 | 13 | 24
CC(C)c1ccc(NC(=O)Nc2ccc(NC(=O)CCCC(=O)NOCc3ccccc3)cc2)cc1 | 106 | 85 | 59 | 94 | 80 | 86 | 83 | 73
CC(=O)Nc1ccccc1OC(C)=O | 129 | 99 | 125 | 104 | 107 | 104 | 104 | 154
CC12CC[C@@H]3[C@]4(C)COC(c5cn[nH]c5-c5cccc(Br)c5)O[C@@H]4CC[C@@]3(C)[C@@H]1CC(C1=CCOC1=O)O2 (some centres not stated) | -3.0* | 17 | 18 | 35 | · | 51 | 15 | 28
Cc1ccc(N=C(N)N)cc1 | 103 | 93 | 86 | 108 | 99 | 102 | 85 | 97
O=[N+]([O-])c1ccc(CS(=O)c2ccccc2)cc1 (configuration not stated) | 106 | 90 | 109 | 101 | 99 | 93 | 98 | 104
